# Wnt bcat act – Wnt/beta-catenin pathway activation. Wnt/beta-catenin reporter cell assay, activator, plate reader. activation, % at 9.35 µM. 1.2% of 300,000 active; in the data active means activation above about 30%, passing the limit was not always enough;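 further: 0% = neutral control wells and 100% = positive control wells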
# CDK5 inh – inhibitors of human CDK5/p35 kinase; Q00535+Q15078; Recombinant CDK5/p35, ADP-Glo luminescence, 60 min; inhibition, % at 10 µM; 0.01% of 330,000 active; AID 488839;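 active means highest replicate inhibition of at least 50% and at least 75% of replicates reaching 50%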;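 further: plate controls were DMSO neutral control for no effect and GW8510 at 10 µM for full effect; many of its hits are not listed in these tables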
# MITF TRPM1 HTS – MITF TRPM1 promoter activation in melanoma cells | SK-MEL-5 TRPM1-promoter luciferase, 24 h; % of positive control, neutral wells = 0 | activation, % at 12.5 µM | 0.75% of 300,000 active | AID 588334;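 active means mean activation of at least 80% with every replicate also reaching 80%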;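 further: 0% = neutral control wells and 100% = parthenolide positive control wells; values of inactives mirror those of a sister screen read the other way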
# dFosB activator – activators of mouse delta FosB homodimer; P13346; purified delta FosB, TAMRA-CDK5 oligo fluorescence polarization; percent of positive-control signal above neutral wells; activation, % at 25 µM; 0.99% of 340,000 active;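 active means mean activation above about 17%, with every replicate also reaching it, limit read from the data, passing the limit was not always enough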;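 further: fluorescence polarization rise as delta FosB binds a TAMRA Cdk5 AP-1 oligo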
# Target sequence (P13346 whole entry, looked up): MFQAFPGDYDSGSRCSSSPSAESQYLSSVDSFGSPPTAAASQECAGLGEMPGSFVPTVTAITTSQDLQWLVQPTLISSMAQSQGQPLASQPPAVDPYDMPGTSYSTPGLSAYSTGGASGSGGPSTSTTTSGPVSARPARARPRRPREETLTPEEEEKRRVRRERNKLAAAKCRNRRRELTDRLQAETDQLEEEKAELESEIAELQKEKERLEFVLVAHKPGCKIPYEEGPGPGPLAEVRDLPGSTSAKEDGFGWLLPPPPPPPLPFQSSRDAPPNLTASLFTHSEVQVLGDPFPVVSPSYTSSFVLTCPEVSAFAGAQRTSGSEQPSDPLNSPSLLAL
# HTR5A inv ag – HTR5A inverse agonism, opioid heterodimer counter-screen | 0.083% of 340,000 active | P47898 | HTR5A cell line, luminescence | inhibition, % at 9.3 µM; in the data active means inhibition mostly above about 23%, no sharp cut-off; inactive means mostly below about 18%;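 further: 0% = cells with DMSO and 100% = no-cell wells with DMSO; some compounds called inactive have numbers as strong as hits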
# Target sequence (P47898 whole entry, looked up): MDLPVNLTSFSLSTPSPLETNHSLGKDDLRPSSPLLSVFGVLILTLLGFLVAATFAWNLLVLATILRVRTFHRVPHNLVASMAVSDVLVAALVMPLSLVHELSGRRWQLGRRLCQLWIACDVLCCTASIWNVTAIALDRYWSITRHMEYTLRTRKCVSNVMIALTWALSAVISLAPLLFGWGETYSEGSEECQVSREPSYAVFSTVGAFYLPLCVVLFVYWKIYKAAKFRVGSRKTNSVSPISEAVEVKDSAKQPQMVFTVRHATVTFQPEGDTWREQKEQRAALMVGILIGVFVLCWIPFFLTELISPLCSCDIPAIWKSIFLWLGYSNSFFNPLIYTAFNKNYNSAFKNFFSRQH
# NSD2 inh – blocks human histone methyltransferase NSD2; inhibition, % at 12.5 µM; AID 743445; 0.54% of 310,000 active; O96028; NSD2 peptide methylation, AlphaScreen, 120 min; in the data active means inhibition above about 50%
# HTR5A ag – HTR5A agonism, opioid heterodimer counter-screen. P47898. HTR5A agonist assay, luminescence, cell-based. activation, % at 9.3 µM. 0.61% of 340,000 active. AID 504692; in the data active means activation mostly above about 9.5%, no sharp cut-off; inactive means mostly below about 7.6%;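 further: 0% = cells with vehicle only and 100% = reference agonist; strong numbers were not always called active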
# SR-BI DiI inh – blocks mouse SR-BI lipid uptake from DiI-HDL; 0.96% of 320,000 active; ldlA[mSR-BI] CHO cells, DiI-HDL uptake fluorescence, 3 h; inhibition, % at 12.5 µM; Q61009;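 active means mean replicate inhibition of at least 70% and a set share of replicates each scoring 70 or more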;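 further: 0% = median of neutral control wells and 100% = median of positive control wells; values of inactives mirror those of a sister screen read the other way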
# PvdQ inh – P. aeruginosa PvdQ acylase inhibition | purified PvdQ acylase, fluorescence plate reader | inhibition, % at 10 µM | 0.063% of 340,000 active; in the data active means inhibition above about 30%, passing the limit was not always enough;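 further: 0% = vehicle neutral wells and 100% = reference inhibitor wells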
# V-ATPase pH – yeast V-ATPase proton transport regulation by pHLuorin. S. cerevisiae, pHLuorin cytosolic pH fluorescence. response, % at 10 µM. 0.37% of 350,000 active; in the data active means response mostly above about 7.3%, no sharp cut-off; inactive means mostly below about 5.4%; further: actives read high; inactives centre near 0; some compounds called inactive have numbers as strong as hits; reference of the scale not given here
# * marks the source's active call; other numbers are inactive results; . = no result given; & = joins results of further samples.
SMILES,Wnt bcat act,CDK5 inh,MITF TRPM1 HTS,dFosB activator,HTR5A inv ag,NSD2 inh,HTR5A ag,SR-BI DiI inh,PvdQ inh,V-ATPase pH
Cc1ccc(S(=O)(=O)NC(Cc2c[nH]c3ccccc23)C(=O)O)cc1 (centres undefined),-6,1.5,-7,3,-2,-3,1,6,-5,0
CC(C)N1CCc2c(sc(NC(=O)c3cc(-c4cccs4)nc4ccccc34)c2C(N)=O)C1,.,-1.9,3,-1,-2,.,0,17,-9,-1
Cc1cc(C)c(NC(=O)C2CCCO2)c(C)c1 (centres undefined),0,0.3,-4,-1,8,-1,3,-8,-2,-3
COc1ccc(CN2CCC(=O)N([C@H](CO)c3ccccc3)CC2)cc1,0,1.2,8,9,8,.,4,-37,-10,1
CCN1CCN(c2ccc(S(=O)(=O)N(CC)CC)cc2[N+](=O)[O-])CC1,.,-1.1,8,5,8,22,5,-2,-7,2
NC(=O)Cn1cc(/C=N\NS(=O)(=O)c2ccc(F)cc2)c2ccccc21,-2,-1.6,-2,-3,4,0,3,-17,-5,0
Clc1ccc(C(CCN2CCCC2)Cc2ccccc2)cc1 (centres undefined),-4,-2.4,23,0,-6,16,2,.,-15,2
O=C(NC(=S)NN1CCCCC1c1cccnc1)c1ccc(Cl)cc1Cl (centres undefined),-1,2.3,.,-3,-2,9,-7,-11,11,-3
COc1ccc2ccc3ccc(OC)c(OC(C)=O)c3c2c1,10,0.9,-10,-2,16,1,-4,15,-5,-4
CCCC/C=C1\CCc2c([nH]c3ccccc23)C1=O,4,0.8,65,-9,-19,-1,5,.,-9,-5
CCC(C)c1ccccc1NC(=O)CN1CCN(C/C=C/c2ccccc2)CC1 (centres undefined),-2,-0.9,0,2,-2,0,1,-31,15,11
CCOc1cc(/C=N/NC(=O)c2ccc(N(C)S(=O)(=O)c3ccccc3)cc2)ccc1OC,-1,2.4,0,0,11,-2,1,73*,-9,-3
CNC(=O)C(=O)Nc1c(C)cc(C)cc1C,.,-0.3,-3,3,2,-2,-1,-9,-6,-2
O=C(O)c1ccccc1NC(=O)c1ccccc1-c1ccccc1C(=O)O,-1,-0.2,-3,0,-11,0,3,-6,-14,0
CC(NC(=O)c1ccco1)C(=O)N1CCCCC1 (centres undefined),5,-1.4,-4,3,4,0,0,3,-5,-1
CC(OC(=O)c1n[nH]c2ccccc12)C(=O)NC1CCCCC1C (centres undefined),-1,0.3,13,-6,4,-5,-2,1,-2,-2
COc1ccc(-c2cc3c(=O)n(CC(=O)NCCCN4CCN(Cc5ccccc5)CC4)ncn3n2)cc1,10,-1.1,18,-7,-6,-5,1,8,3,-5
COc1ccc(C(CNC(=O)COc2ccccc2-c2ccccc2)N2CCOCC2)cc1 (centres undefined),2,-0.7,-3,-2,-4,8,2,-17,-8,0
CCCN(CCC)CCCNC(=O)C1c2cc(OC)c(OC)cc2C(=O)N(C)C1c1cccs1 (centres undefined),.,-0.2,23,-3,-6,0,10,-11,6,-1
CCCCOC(=O)C1=C(N)N2C(=O)C(C)SC2=C(C(=O)OCC)C1c1ccc(O)c(OC)c1 (centres undefined),-1,-1.0,9,-10,-10,.,3,-1,-11,-4
Cc1noc(C)c1COC(=O)c1ccccc1Sc1ccccc1C#N,-4,-0.8,-2,2,6,4,3,-4,-9,-5
O=C(Nc1ccccc1F)C1COc2ccccc2O1 (centres undefined),4,0.4,25,-5,-30,-5,-3,-24,7,-1
CC(=O)NCCOc1nc(N(C)C)nc(N(C)C)n1,-1,0.8,-13,4,-13,2,4,-9,-4,-2
Cc1cc(-n2cnnn2)cc(C)c1S(=O)(=O)N(C)c1ccccc1,-6,-1.1,-5,-10,-6,0,2,.,-11,3
CCOC(=O)c1c(C)oc2cc(Cl)c(O)c(CN(C)C)c12,21,0.4,35,-11,-8,7,-3,.,-7,1

# Some of the entries so far, tab-delimited:
SMILES	Wnt bcat act	CDK5 inh	MITF TRPM1 HTS	dFosB activator	HTR5A inv ag	NSD2 inh	HTR5A ag	SR-BI DiI inh	PvdQ inh	V-ATPase pH
O=C(O)c1ccccc1NC(=O)c1ccccc1-c1ccccc1C(=O)O	-1	-0.2	-3	0	-11	0	3	-6	-14	0
CC(NC(=O)c1ccco1)C(=O)N1CCCCC1 (centres undefined)	5	-1.4	-4	3	4	0	0	3	-5	-1
CC(OC(=O)c1n[nH]c2ccccc12)C(=O)NC1CCCCC1C (centres undefined)	-1	0.3	13	-6	4	-5	-2	1	-2	-2
COc1ccc(-c2cc3c(=O)n(CC(=O)NCCCN4CCN(Cc5ccccc5)CC4)ncn3n2)cc1	10	-1.1	18	-7	-6	-5	1	8	3	-5
COc1ccc(C(CNC(=O)COc2ccccc2-c2ccccc2)N2CCOCC2)cc1 (centres undefined)	2	-0.7	-3	-2	-4	8	2	-17	-8	0
CCCN(CCC)CCCNC(=O)C1c2cc(OC)c(OC)cc2C(=O)N(C)C1c1cccs1 (centres undefined)	.	-0.2	23	-3	-6	0	10	-11	6	-1
CCCCOC(=O)C1=C(N)N2C(=O)C(C)SC2=C(C(=O)OCC)C1c1ccc(O)c(OC)c1 (centres undefined)	-1	-1.0	9	-10	-10	.	3	-1	-11	-4
Cc1noc(C)c1COC(=O)c1ccccc1Sc1ccccc1C#N	-4	-0.8	-2	2	6	4	3	-4	-9	-5
O=C(Nc1ccccc1F)C1COc2ccccc2O1 (centres undefined)	4	0.4	25	-5	-30	-5	-3	-24	7	-1
CC(=O)NCCOc1nc(N(C)C)nc(N(C)C)n1	-1	0.8	-13	4	-13	2	4	-9	-4	-2
Cc1cc(-n2cnnn2)cc(C)c1S(=O)(=O)N(C)c1ccccc1	-6	-1.1	-5	-10	-6	0	2	.	-11	3
CCOC(=O)c1c(C)oc2cc(Cl)c(O)c(CN(C)C)c12	21	0.4	35	-11	-8	7	-3	.	-7	1

# More structures
SMILES,Wnt bcat act,CDK5 inh,MITF TRPM1 HTS,dFosB activator,HTR5A inv ag,NSD2 inh,HTR5A ag,SR-BI DiI inh,PvdQ inh,V-ATPase pH
N#Cc1cc2ccccc2nc1SCc1cccnc1,1,-0.6,5,-16,-18,-2,1,-22,16,-3
COc1cc(/C=C/C(=O)OCC(=O)c2ccc(S(=O)(=O)N3CCCCC3)cc2)cc(OC)c1OC,-4,0.6,-1,-6,-15,1,6,-2,-27,-2
Cc1nc(CN(C)C(=O)c2ccccc2OC2CCN(S(C)(=O)=O)CC2)cs1,0,1.4,-9,-1,-1,-1,-3,12,1,-2
O=[N+]([O-])c1cccnc1NCCc1c[nH]c2ccccc12,30,-0.4,64,0,0,1,0,.,-7,0
CNS(=O)(=O)c1ccc(NC(=O)c2ccc(Cl)cc2Cl)cc1,0,-0.5,5,3,-47,-1,3,2,-9,-1
COC(=O)c1ccc(COC(=O)[C@@H]2CC(O)CN2S(=O)(=O)c2ccccc2[N+](=O)[O-])cc1 (some centres undefined),-1,-2.1,-11,-3,6,1,-2,-7,-25,9
COCCNC(=S)N/N=C/c1c2ccccc2cc2ccccc12,3,1.2,.,-11,-14,5,5,.,-6,5
COc1cc(/C=N/NC(=O)c2ccc(COc3ccccc3Cl)o2)cc(Br)c1O,-5,-2.6,9,34*,20,0,-2,-8,-11,2
CCc1nnc(NC(=O)c2nc(S(=O)(=O)Cc3ccc(C)cc3)ncc2Cl)s1,1,2.3,-72,4,-23,1,6,-64,-2,1
COc1ccc(C(=O)NC(=S)NCc2ccco2)cc1Br,-2,-3.2,6,-25,0,-1,-1,17,-15,1
CCCCCOC(=O)CCN1C(=O)/C(=C2\SC(=S)N(CCC(=O)OCCCCC)C2=O)SC1=S,-1,1.9,.,4,-16,-2,-6,5,-2,-1
ON=C1c2ccccc2-c2ccc(F)cc21,-2,-1.8,13,-18,-4,-2,1,-8,-7,2
CCCCn1c(SCC(=O)Nc2ccc3c(c2)CCC3)nc2ccccc2c1=O,1,-0.8,-9,2,-11,.,4,-18,8,0
COC(=O)CCC(=O)Nc1cccc2ccccc12,-3,0.3,0,-5,15,0,3,-23,-18,0
O=C(C1=C(O)C(=O)N(Cc2ccco2)C1c1cccnc1)c1cc2ccccc2o1 (centres undefined),.,1.1,-14,-12,-15,.,2,-6,5,-2
O=C(CSc1nnc(-c2ccccc2F)o1)OCc1ccccc1,-3,0.5,-5,-1,-6,-2,6,2,-2,1
CCOC(=O)C(Cc1ccccc1)c1ccnc2nc(N)nn12 (centres undefined),4,-0.2,-12,-4,-2,-2,-1,0,-2,4
CCc1nccn1S(=O)(=O)c1ccccc1[N+](=O)[O-],1,-0.1,-5,4,4,-2,-1,10,-13,2
CSCC[C@H](N)C(=O)NC[C@H]1O[C@@H](n2cnc3c(N)ncnc32)[C@H](O)[C@@H]1O,-5,0.4,12,4,4,.,-1,-5,-4,0
CCOC(=O)CN1C(=O)N[C@@H](CCc2ccccc2)C(C(=O)OC)=C1C,0,0.3,12,-2,-2,.,-1,-12,2,9
Cc1nnsc1C(=O)N1CCCC(N2CCN(c3ccc(F)cc3)CC2)C1 (centres undefined),0,0.9,3,5,-3,-2,0,-18,-14,4
COC(=O)CSc1nnc(-c2ccccn2)n1Cc1ccco1,-1,-0.1,0,0,-17,-4,-3,-50,-4,1
Cc1ccccc1NC(=O)Cc1nc(COC(=O)c2ccc(S(C)(=O)=O)c([N+](=O)[O-])c2)cs1,.,0.4,-72,-11,-5,0,-7,35,-1,0
C#Cc1ccc(CN2CCC(N3CCC(C(=O)NCc4ccccn4)CC3)CC2)cc1,-2,-0.1,-15,-8,-1,-3,-1,-7,-4,5
O=C(N/N=C/c1ccc(O)cc1O)c1ccc(CN2C(=O)c3cccc4cccc2c34)cc1,-1,2.0,-53,4,-11,4,4,124*,-7,1

# More records
SMILES,Wnt bcat act,CDK5 inh,MITF TRPM1 HTS,dFosB activator,HTR5A inv ag,NSD2 inh,HTR5A ag,SR-BI DiI inh,PvdQ inh,V-ATPase pH
CCc1cc(-c2n[nH]c(=S)n2CC)cs1,.,4.2,3,3,-16,2,-3,-9,-7,-2
COc1ccc(-n2cnnc2SCC(=O)Nc2cccc(S(=O)(=O)N3CCCCC3)c2)cc1,-4,1.5,8,13,18,1,5,22,-11,3
O=C(Nc1ccc(F)cc1F)N1CCN(CCc2ccccc2)CC1,2,1.1,-1,-3,9,.,3,-5,-24,2
CC12CCC(C(=O)O)(C/C1=N\O)C2(C)C (centres undefined),5,-0.3&0.1,1,1&-8,4&29,-3&-7,-2&-1,1&-22,-3&3,1&3
O=C(Nc1ccc(Cl)c(C(F)(F)F)c1)[C@@H]1CC=C[C@@H]2CCN(Cc3ccc(Cl)c(Cl)c3)C(=O)[C@@H]21,-5,0.1,-5,4,-25,.,9,8,8,-3
COc1ccc([C@@H]2CC=C(C(=O)O)[C@H](c3ccccc3)N2S(=O)(=O)c2ccccc2C)cc1,1,-1.3,-3,-1,5,.,-1,-4,-8,-1
O=C(OCC(=O)N1CCN(C(=O)c2ccco2)CC1)c1ccc(S(=O)(=O)N2CCCCC2)cc1,.,-0.8,-7,-6,2,4,1,12,-12,-3
